KLF5 inh: KLF5 expression inhibitors, primary screen, DLD-1 cells, luminescence; 290,000 compounds, 0.23% hits; DLD-1 KLF5 promoter-luciferase reporter; AID 1700, 2009; inhibition, % at 5 µM;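 active = inhibition above a per-plate limit of that plate's mean compound inhibition plus 3 SD, cut at about 60% in these data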;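 note: 0% = DMSO wells and 100% = LY294002 at 200 µM; higher means less KLF5 promoter-driven luciferase light; inactives centre near -14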
HSF1 inhib: HSF1 inhibitors in luciferase reporter cells, primary screen, cell-based, NIH3T3, luminescence | NIH3T3-HGL HSE-luciferase, MG132-induced, luminescence 8 h; active compounds read low | activity change, negative = inhibition, % at 7.5 µM (by protocol) | AID 2098, 2009 | 300,000 compounds, 0.77% hits;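 active = more than half of replicate wells show activity change below -50%, luminescence cut by over half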;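 note: luciferase reports HSF-1 transcriptional activity via heat shock element; 0% = median of DMSO wells and -100% = zero luminescence signal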
IEC-6 tox: cytotoxicity in IEC-6 intestinal epithelial cells, primary screen, cytotoxicity control for KLF5 inhibitor project, cell-based, luminescence. IEC-6 cytotoxicity, luminescence viability. inhibition, % at 5 µM. 290,000 compounds, 0.78% hits. AID 1825, 2009; in the data active = inhibition above about 22%;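 note: 0% = plate median of test compound wells and 100% = cytotoxic reference compound wells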
GSK3 alpha inh: blockers of GSK3A enzyme activity – biochemical, luminescence, cell-free homogeneous, HTS, primary screen; Glycogen synthase kinase-3 alpha (Homo sapiens), P49840; GSK-3 alpha kinase, ADP-Glo luminescence, 60 min; inhibition, % at 10 µM; 320,000 compounds, 0.1% hits; AID 2650, 2010;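 in the data active = inhibition above about 50%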;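 note: GST-tagged GSK-3 alpha with peptide substrate and 25 µM ATP; 0% = DMSO neutral wells and 100% = GW8510 positive control wells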
Target sequence (P49840 whole entry, looked up): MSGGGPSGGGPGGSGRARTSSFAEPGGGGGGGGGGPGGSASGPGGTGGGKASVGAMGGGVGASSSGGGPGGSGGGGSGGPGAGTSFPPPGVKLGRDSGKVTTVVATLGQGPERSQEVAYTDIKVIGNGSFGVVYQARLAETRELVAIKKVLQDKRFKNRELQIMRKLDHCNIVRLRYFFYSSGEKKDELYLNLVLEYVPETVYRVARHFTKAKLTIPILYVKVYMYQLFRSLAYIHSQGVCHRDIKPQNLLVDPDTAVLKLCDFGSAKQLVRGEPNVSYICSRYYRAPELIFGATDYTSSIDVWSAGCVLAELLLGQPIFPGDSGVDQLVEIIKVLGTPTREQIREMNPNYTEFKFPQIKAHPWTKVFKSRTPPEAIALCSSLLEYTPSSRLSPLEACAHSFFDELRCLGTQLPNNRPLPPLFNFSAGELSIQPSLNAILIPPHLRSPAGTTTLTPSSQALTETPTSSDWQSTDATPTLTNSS
Platelet DG rel: inhibitors of platelet dense granule secretion, primary screen, cell-based, MLPCN, human platelets; human platelet-rich plasma, SFLLRN dense granule ATP release, luminescence; inhibition, %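 (compounds screened at 7.5 µM in platelet-rich plasma)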; 300,000 compounds, 0.22% hits; AID 1663, 2009;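 active = mean replicate score, as percent of positive control, at or above 50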
GSK3beta inhib: human GSK3beta kinase inhibitors, primary screen, biochemical, cell-free homogeneous, HTS. Glycogen synthase kinase-3 beta (Homo sapiens), P49841. GST-GSK3beta kinase, ADP-Glo luminescence, 60 min; active compounds read low. activity score (negative = inhibition), % at 10 µM. 300,000 compounds, 0.038% hits;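 active = more than half of replicate wells score below -50%, meaning over 50% inhibition versus plate controls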;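 note: 0% = median DMSO wells and -100% = median GW8510 positive control wells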
Target sequence (P49841 whole entry, looked up): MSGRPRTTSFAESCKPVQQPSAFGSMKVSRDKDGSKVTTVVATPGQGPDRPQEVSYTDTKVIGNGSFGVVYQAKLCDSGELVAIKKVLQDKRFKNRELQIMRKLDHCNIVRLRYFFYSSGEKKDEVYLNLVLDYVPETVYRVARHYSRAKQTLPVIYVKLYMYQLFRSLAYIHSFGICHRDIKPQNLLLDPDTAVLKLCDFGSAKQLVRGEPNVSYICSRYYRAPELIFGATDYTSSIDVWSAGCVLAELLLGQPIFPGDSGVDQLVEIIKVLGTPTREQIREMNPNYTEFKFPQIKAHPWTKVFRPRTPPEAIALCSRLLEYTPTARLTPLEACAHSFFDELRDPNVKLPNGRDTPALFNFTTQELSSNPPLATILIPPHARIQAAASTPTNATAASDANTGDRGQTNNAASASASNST
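Assay system: GST-fused GSK3beta enzyme, cell-free / Medium: Tris pH 7.5 buffer with MgCl2, DTT, BSA, heparin / Also added: peptide substrate plus 25 µM ATP (final) / Compound: 10 µM single point / Timing: kinase reaction with compound 60 min at room temperature / Detection: ADP-Glo luminescence / Benchmarks: DMSO neutral wells and GW8510 at 20 µM as positive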
HSP90 inh: HSP90 inhibitors, primary screen, cell lysate, luminescence. 290,000 compounds, 0.91% hits. AID 1789, 2009. inhibition, % at 5.6 µM. Rabbit reticulocyte lysate, luciferase refolding luminescence, 3 h;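 active = inhibition above the screen-wide mean plus 3 SD, computed separately per campaign, cut at about 16% in these data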;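 note: 0% = DMSO wells and 100% = 60 µM geldanamycin wells; inhibitors lower the luminescence because luciferase stays unfolded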
aSyn UTR inh: MLPCN primary screen, SNCA 5' untranslated region; AID 1813, 2009; inhibition, % (tested at 7.5 µM); 300,000 compounds, 0.82% hits; alpha-synuclein 5'UTR reporter, inhibitor activity; in the data active = inhibition above about 60%;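 note: H4 neuroglioblastoma cells stably carrying SNCA 5'UTR luciferase fusion; 0% = DMSO wells and 100% = positive control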
Dyrk1A ADPGlo: rat Dyrk1A kinase inhibitors, primary screen, biochemical, single point, plate reader | Dual specificity tyrosine-phosphorylation-regulated kinase 1A (Rattus norvegicus), Q63470 | 310,000 compounds, 0.43% hits | inhibition, % at 12.5 µM | ADP-Glo luminescence, NFATc1 peptide; in the data active = inhibition above about 50%;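 note: plate controls were vehicle with enzyme for no effect and no enzyme for full effect; many of its hits are not listed in these tables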
HSF1 activator: HSF-1 activators, primary screen, NIH3T3-HGL cells, MG132 stress, luminescence, single point; NIH3T3-HGL HSF-1 luciferase reporter, 8 h; 100% = twice DMSO control signal; activation, % at 9 µM; 300,000 compounds, 1.7% hits; AID 504408, 2011;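 active = mean replicate activation of at least 50% with a set share of replicates each reaching 50%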;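 note: 0% = median of the neutral control wells and 100% = twice that signal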
* = called active by the depositor; / = not tested or not shown.

cpd	Molecule	KLF5 inh	HSF1 inhib	IEC-6 tox	GSK3 alpha inh	Platelet DG rel	GSK3beta inhib	HSP90 inh	aSyn UTR inh	Dyrk1A ADPGlo	HSF1 activator
1	Cc1ccc(NC2CCCN(C(=O)c3ccoc3C)C2)cc1C (stereo not drawn)	-22.8	1.3	-3.8	/	1.8	0.5	-6.9	9.4	5.8	-12.0
2	O=c1[nH]c(CN2CCCCC2)nc2c1C1(CCCCC1)Cc1ccccc1-2	-14.6	2.4	3.7	-1.5	-18.6	0.6	2.3	-6.1	-8.5	20.3
3	CC1CCCCC1NC(=O)CCS(=O)(=O)c1cc2c(cc1Cl)NC(=O)CO2 (stereo not drawn)	-7.2	-5.0	0.4	10.0	6.9	-0.1	2.6	11.1	/	-4.4
4	COc1ccc(N2C(=O)C3CCCN3C2c2ccc(C)cc2)cc1Cl (stereo not drawn)	-16.2	-0.3	-1.0	1.9	8.5	-1.3	-5.6	-20.6	7.8	22.8
5	CC1CC(C)CN(S(=O)(=O)c2cccc(C(=O)N3C(=O)c4cccc(N)c4C3=O)c2)C1 (stereo not drawn)	-53.2	-2.8	-2.0	0.8	5.0	-0.6	-7.5	-16.7	-8.2	24.4
6	Cc1c(NS(=O)(=O)N2CCCC2)c(=O)n(-c2ccccc2)n1C	2.6	-0.5	1.1	-0.4	-7.6	-0.4	0.3	-3.9	5.6	6.7
7	O=C(Cn1cnc([N+](=O)[O-])c1)c1ccc(Cl)cc1	/	-0.8	/	-1.7	2.0	-17.3	/	34.1	-0.1	-5.5
8	Cc1csc(NC(=O)C(C)Oc2ccc(Br)cc2)n1 (stereo not drawn)	/	1.0	/	-1.7	/	-0.4	/	-17.1	-0.8	9.8
9	COc1cc(-c2nnc(NC(=O)CCS(=O)(=O)c3ccc(F)cc3)o2)cc(OC)c1OC	/	1.4	/	12.1	-2.1	1.2	/	-35.3	-6.7	7.6
10	O=C(NCCc1ccc(Cl)cc1)C1CCN(S(=O)(=O)N2CCC3(CC2)OCCO3)CC1	-12.0	-5.4	-2.4	0.8	-1.2	1.0	1.5	11.3	-4.8	-4.0
11	COc1cc(NC(=O)Nc2ccc(Cl)c(Cl)c2)c(C(=O)O)cc1OC	-58.0	-2.4	-2.3	0.4	-0.4	2.6	0.1	7.1	6.6	-4.0
12	Cc1nn(CC(=O)N2CCOCC2)c(=O)c2ccccc12	-9.1	-5.3	4.9	-0.2	-0.9	2.5	2.3	35.7	1.5	-9.2
13	CC(C)(CNC(=O)c1cc(-c2ccc(Cl)s2)nc2ccccc12)N1CCOCC1	/	0.5	/	2.0	-3.1	-3.2	/	7.5	5.2	1.6
14	CCOC(=O)c1cc2sccc2n1CC(=O)N1CCN(C(=O)c2ccco2)CC1	16.1	-6.3	-1.8	0.5	-4.1	2.2	-1.4	2.1	-0.5	9.3
15	CC(C)CCN(C(=O)c1ccc(N2CCCC2=O)cc1)c1c(N)n(Cc2ccccc2)c(=O)[nH]c1=O	/	-1.9	/	-0.7	-4.3	/	/	2.9	-11.9	-4.9
16	O=C(Nc1ccc(Cl)cc1C(=O)N1CCOCC1)c1ccco1	-18.5	0.1	0.5	-2.0	4.3	-0.9	-0.6	7.4	1.9	-12.3
17	CCOc1ccc2[nH]c(C(=O)N/N=C/c3cc(OC)c(OC)c(OC)c3)cc2c1	-3.4	-18.4	-0.1	1.0	-11.4	-1.4	1.8	-42.8	48.7	-7.6
18	CC12C(=O)N(n3cnnc3)C(=O)C1C1C=CC2C1 (stereo not drawn)	2.7	-2.0	-2.0	0.4	5.6	-0.1	-1.5	24.8	-2.6	2.3
19	Cc1c(Cl)cccc1N=c1c([N+](=O)[O-])nn(-c2ccccc2)n1O	4.6	4.2	-4.4	-1.5	0.2	-1.1	-4.1	-140.7	2.6	18.9
20	O=c1[nH]c(=S)[nH]nc1Cc1ccc(Cl)c(Cl)c1	14.2	-2.5	9.9	-6.2	7.7	-3.0	0.1	6.9	-0.8	-13.6
21	CC(C)c1ccccc1OCCNS(C)(=O)=O	7.7	-2.2	5.1	0.8	22.0	2.0	-0.7	8.9	-0.1	6.4
22	Cn1c(=O)c2ncn(CC(=O)NC3CCCCCC3)c2n(C)c1=O	-27.7	-4.8	-0.3	4.2	0.8	-2.3	-0.9	6.8	0.4	-5.9
23	Cc1cc2ccccn2c1C(=O)c1cc([N+](=O)[O-])cc([N+](=O)[O-])c1	3.8	6.8	3.3	-2.2	-8.9	-3.2	2.1	2.3	0.3	10.8
24	O=C(NCC1CCCN1S(=O)(=O)c1cccs1)C(=O)Nc1cccc(F)c1 (stereo not drawn)	/	5.6	/	-2.3	-3.4	1.7	/	-17.8	7.1	7.7
25	COc1ccc(CCNC(=O)CCc2ccc(S(=O)(=O)NC(C)C)cc2)cc1	-25.3	-10.7	3.7	-1.6	12.8	0.2	7.7	-4.9	2.3	5.1
26	Cc1ccc(CNC(=O)C2CCCCN2S(=O)(=O)c2ccccc2)cc1 (stereo not drawn)	-11.0	2.8	-3.6	-1.7	-4.0	-1.3	-0.8	7.3	-4.4	5.0
27	O=[N+]([O-])c1cccnc1N1CCC(c2cc(-c3cccc(C(F)(F)F)c3)n[nH]2)CC1	-28.2	4.4	7.3	-0.5	-2.4	0.9	-2.2	22.9	5.9	40.6
28	CN(C)S(=O)(=O)c1cccc(COC(=O)C2=COCCO2)c1	-29.4	-4.4	-1.4	-0.1	-0.6	-1.8	4.6	5.0	2.8	-6.6
29	COCCN(C(=O)COC(=O)c1ccccc1NCc1ccco1)c1c(N)n(Cc2ccccc2)c(=O)[nH]c1=O	/	4.6	/	-1.9	-7.7	-1.6	/	8.7	-3.5	-5.5
30	CSc1nc(Cl)cc(Nc2ccc(O)cc2)n1	-29.3	14.6	3.0	2.5	4.3	-5.0	-3.3	-78.7	18.9	37.2
31	O=C(c1ccc(C(F)(F)F)cc1)N1CCC(=O)N(C(COCc2ccc(Cl)cc2)Cc2ccccc2)CC1 (stereo not drawn)	-2.4	10.8	0.2	0.0	3.3	-1.3	-0.3	-4.9	-7.9	20.7
32	COc1ccc(N(CC(=O)NCc2ccc(Cl)cc2)S(=O)(=O)c2c(C)noc2C)cc1	8.9	2.9	7.3	0.4	-4.7	-0.8	11.7	37.7	-3.6	18.8
33	CN1CCc2c(sc(/N=C/c3cc(Cl)ccc3O)c2C#N)C1	17.0	-51.9*	-1.4	5.0	6.1	-1.6	16.0	-156.6	1.6	-59.7
34	O=C(NCC(=O)N1CCN(S(=O)(=O)c2cccc(F)c2)CC1)c1ccc(Br)o1	/	-3.0	/	/	25.8	-2.9	/	7.8	-0.3	-3.8
35	Cc1cc(C)c2oc(C(=O)Nc3ccc(S(=O)(=O)N4CCCC(C)C4)cc3)cc(=O)c2c1 (stereo not drawn)	5.7	-8.4	3.6	-1.5	3.5	1.8	-3.8	9.8	-9.6	-3.6
36	Cc1ccc2oc(=O)c3cc(C(=O)NCCCN4CCN(C)CC4)sc3c2c1	-20.0	2.6	0.9	5.0	-5.4	4.5	0.7	-6.4	-4.0	6.4
37	CC(OC(=O)/C(C#N)=C/c1ccc(N(C)C)cc1)C(=O)N(C)Cc1ccccc1 (stereo not drawn)	-52.5	18.5	-0.2	-3.9	18.4	4.8	0.6	-20.4	-3.2	42.0
38	O=C(NC(=S)N1CCN(c2ccc([N+](=O)[O-])cc2)CC1)c1ccco1	3.6	-2.3	-3.1	-2.7	-5.4	0.1	-1.6	6.6	-3.6	-1.6
39	CCN(CC(=O)Nc1ccc(NC(C)=O)cc1)C(=O)/C=C/c1cn(-c2ccccc2)nc1-c1cccs1	/	3.4	/	-2.6	-4.5	-0.8	/	6.9	-3.5	5.5
40	C=CCSc1nnc2nc3[nH]c4c(C)cccc4c3nn12	-14.8	-7.7	-11.1	3.2	-2.6	1.7	-1.5	-74.6	-4.0	-13.4
41	CCOC(=O)c1c(N2C(=O)Nc3ccccc3N2O)n[nH]c1-c1cccc(OC)c1	-6.1	-1.2	2.9	3.6	7.9	2.0	2.4	-8.9	0.3	3.6
42	CC(C)NC(=O)Cn1cnc2c(cnn2-c2ccc(F)cc2)c1=O	-30.2	-5.4	-3.0	-3.8	0.2	1.1	-1.6	-7.2	-2.0	14.4
43	CCOC(=O)N1CCN(CC(O)COCc2ccc(OC)c(OC)c2)CC1 (stereo not drawn)	0.6	1.4	1.5	0.3	9.1	0.6	2.1	10.7	-8.5	-18.8
44	O=C(CSC1CC(=O)N(c2ccc(C(=O)O)cc2)C1=O)Nc1ccc(Cl)cc1 (stereo not drawn)	-45.8	-6.1	-5.6	-1.9	-0.5	0.5	-4.3	-11.8	-1.1	-2.9
45	Cc1[nH]nc2c1C1(CCOC1C)C(C#N)=C(N)O2 (stereo not drawn)	-34.5	/	2.2	-1.1	-4.8	-3.5	5.5	18.2	0.1	/
46	COc1ccccc1N(CC(=O)NC(C)C)S(=O)(=O)c1cccs1	-1.1	-4.6	6.9	0.1	1.3	2.4	6.1	26.4	-2.5	7.5
47	CCOc1cccc(C(=O)Nc2cnn(Cc3ccccc3)c2)c1	-37.9	-1.3	7.2	-1.7	5.1	3.2	-0.4	-10.6	5.4	16.2
48	COc1ccc(Cc2nnc(SCC(=O)NC3CCCCC3)n2C)cc1	-40.0	-3.0	0.1	0.3	1.0	-0.6	3.5	0.5	0.6	-1.7
49	Fc1cc(F)cc(NC(=S)NN2CCOCC2)c1	-29.0	-6.8	-5.6	-0.5	3.7	-1.9	2.2	-20.2	7.2	-6.5
50	CCOc1cc2[nH]c(=O)n(CCC(=O)NCCc3ccccc3)c(=O)c2cc1OCC	-34.9	-3.2	-0.8	2.1	-4.5	-0.1	-1.3	-0.6	-5.2	-4.0
51	O=C(Cn1cnc2c(cnn2-c2ccc(F)cc2)c1=O)NCc1ccco1	29.3	-0.5	9.8	-2.4	-1.7	-4.6	0.1	-77.6	-1.0	-7.1

3 compounds out of the list above, sorted by the number in GSK3 alpha inh, highest first.
nr | smiles | KLF5 inh | HSF1 inhib | GSK3 alpha inh | Platelet DG rel | GSK3beta inhib | HSP90 inh | aSyn UTR inh | Dyrk1A ADPGlo | HSF1 activator
43 | CCOC(=O)N1CCN(CC(O)COCc2ccc(OC)c(OC)c2)CC1 (stereo not drawn) | 0.6 | 1.4 | 0.3 | 9.1 | 0.6 | 2.1 | 10.7 | -8.5 | -18.8
49 | Fc1cc(F)cc(NC(=S)NN2CCOCC2)c1 | -29.0 | -6.8 | -0.5 | 3.7 | -1.9 | 2.2 | -20.2 | 7.2 | -6.5
44 | O=C(CSC1CC(=O)N(c2ccc(C(=O)O)cc2)C1=O)Nc1ccc(Cl)cc1 (stereo not drawn) | -45.8 | -6.1 | -1.9 | -0.5 | 0.5 | -4.3 | -11.8 | -1.1 | -2.9

Source: PubChem (several laboratories)

Only part of the results is shown; rates above refer to the full screens.
